Compound activity from PubChem.
mcGAS MS inh = blocks mouse cGAS cGAMP production. recombinant mouse cGAS, cGAMP by RapidFire MS. inhibition, % at 12.5 µM. actives 0.18% (n = 130,000);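 active means inhibition of cGAS enzyme activity at or above 60%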;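 further: enzyme stimulated by 45 bp dsDNA with ATP and GTP substrates; cGAMP share of summed cGAMP plus half ATP and half GTP signals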
Target sequence (Q8C6L5 whole entry, looked up): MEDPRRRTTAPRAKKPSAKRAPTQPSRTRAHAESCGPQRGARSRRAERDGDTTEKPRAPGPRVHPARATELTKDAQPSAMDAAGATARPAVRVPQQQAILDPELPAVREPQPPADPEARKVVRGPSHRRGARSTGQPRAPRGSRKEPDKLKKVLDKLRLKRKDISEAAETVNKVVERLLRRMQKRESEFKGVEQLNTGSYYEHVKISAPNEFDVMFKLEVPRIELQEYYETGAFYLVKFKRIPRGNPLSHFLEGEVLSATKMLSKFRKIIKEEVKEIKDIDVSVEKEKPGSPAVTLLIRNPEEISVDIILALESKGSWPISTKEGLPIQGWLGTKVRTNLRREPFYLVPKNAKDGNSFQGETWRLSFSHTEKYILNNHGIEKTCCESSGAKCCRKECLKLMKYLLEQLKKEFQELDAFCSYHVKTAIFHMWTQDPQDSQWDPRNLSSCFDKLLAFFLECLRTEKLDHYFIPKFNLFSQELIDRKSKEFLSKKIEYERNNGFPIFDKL
An asterisk follows results filed as active; & = joins results of further samples. Some of the compounds tested; the hit share may differ from the screen's.

SMILES	mcGAS MS inh
c1cnn(CCCNc2ccc(-c3nc(C4CC4)no3)cn2)c1	3
Cc1cccc(OCC(=O)NN2C(=O)NC3(CCCCC3)C2=O)c1	-4
O=C1CN(c2ccc(S(=O)(=O)C(F)(F)F)cc2)CCN1	6
Cc1ccc(C=C2COc3ccccc3C2=O)s1	1
COc1ccccc1N(C)S(=O)(=O)c1ccc(Cl)cc1	-8
CC(C)c1csc(C(=O)N2CCC(OCc3cccnc3)CC2)n1	2
O=C(NCC(=O)N1CCCC1)c1c[nH]cc1-c1cnn(-c2ccccc2)c1	-4
CN1CCN(CCCN(C)CC(=O)Nc2cc(F)cc(F)c2)CC1	-10
CN(CCCNC(=O)C(=Cc1ccccc1)c1ccccc1)c1ccccc1	8
CCOc1ncccc1C(=O)NCc1cccnc1-n1ccnc1	-25
O=S(=O)(c1ccc(Sc2nnc(NC3CC3)s2)nc1)N1CCCC1	-1
C=CCOc1nc(-c2ccncc2)nc2ccccc12	-8
CCCCc1c(C)[nH]n(-c2nc3ccccc3[nH]2)c1=O	-10
CCN(CCC(=O)N1CCC(C)CC1)C(=O)c1cnc(C)cn1	0
CCCSc1nc2c(c(=O)[nH]1)C(c1sccc1C)C(C(=O)OC(C)C)C(C)=N2 (stereo unspecified)	2
COc1ccc2oc(/C=C/N(C)C)c(C(=O)c3ccc(Br)cc3)c2c1	-16
CCOC(=O)C(CC(C)C)NC(C)=O (stereo unspecified)	-3
Cc1ccsc1CN(Cc1ccc(Sc2nncn2C)o1)C1CCCC1	-13
CCc1ncc(C(=O)N(C)CC2Cc3ccccc3O2)cn1 (stereo unspecified)	-16
Cc1[nH]nc(NC(=O)c2cc(C)n(C)n2)c1-c1ccc2c(c1)OCO2	-3
COc1cc(NC2=Nc3cccc4cccc2c34)cc(OC)c1OC	-6
CCc1ccc(-n2c(C)c(C)n3c4c(=O)n(CCN5CCOCC5)c(=O)n(C)c4nc23)cc1	-1
O=C(NCC(=O)N1CCC(c2nc3cc(Cl)ccc3o2)CC1)c1ccccc1F	-2
O=C(CCn1nnc2ccccc21)N1CCC2(CCOCC2)CC1	-2
CN(CC1Cc2ccccc2O1)S(=O)(=O)NCc1ccccc1 (stereo unspecified)	-10
O=c1oc2c(cc(NS(=O)(=O)c3ccc(Br)cc3)c3ccccc32)s1	38
COc1ccc(N2C(=O)CSC2c2cc(Br)ccc2OC)cc1 (stereo unspecified)	-9
CCC(C)C(=O)NC(C)c1cnn(-c2ccc(F)cc2)c1C (stereo unspecified)	-2
Cc1noc(C)c1S(=O)(=O)Nc1ccc2c(c1)OCO2	-14
O=C(Nc1ccc(SC(F)F)cc1)c1n[nH]c(=O)c2ccccc12	-3
Cc1cc(F)ccc1Oc1cc(Cl)ncn1	2
CCOCC1CCCN1S(=O)(=O)NCc1ccccc1 (stereo unspecified)	-26
COc1cc(F)c(NC(=O)C2(C)CCCc3ccccc32)cc1OC (stereo unspecified)	-7
CCS(=O)(=O)CC(C)N(C)c1ncnc2cc(Cl)ccc12 (stereo unspecified)	-17
Cc1cc(F)ccc1NC(=O)C(C)NC(=O)Cc1nonc1C (stereo unspecified)	-44
Brc1nc(Br)n(CCN2CCCCC2)n1	-3
Nc1nc(CN2CCOCC2)nc2ccccc12	-4
COc1ccc(OCCSc2cccc[n+]2[O-])cc1	-6
O=C(Nn1cnc2c(cnn2-c2cccc(Cl)c2)c1=O)c1ccccc1C(F)(F)F	-8
O=C1CSC(c2ccc(OC(F)F)cc2)N1c1ccc(O)cc1 (stereo unspecified)	-13
COc1cc(NC(=O)C2(C)CC(C)=NO2)ccc1NC(=O)C(C)(C)C (stereo unspecified)	-4
Cn1cc(CN2CCCC(C(=O)Nc3ccc(-c4ccn[nH]4)cc3)C2)c2ccccc21 (stereo unspecified)	3
COC(=O)c1sc2nc(C)nc(NCc3ccccn3)c2c1C	1
Cc1cc([N+](=O)[O-])cc(C(C)(C)C)c1O	-7
Cc1ccc(C(=O)COC(=O)c2cccc([N+](=O)[O-])c2)cc1	-11
C=CCNC(=O)CSc1ncnc2sc(C)c(C)c12	0
O=C1C[C@H]2CC[C@@H](CN1)N2Cc1ccc(-c2ccccc2Cl)o1	1
Cc1ccc(NC(=O)CCn2cncn2)cc1	-11

Of the compounds above, these have fluorine.
SMILES	mcGAS MS inh
O=C1CN(c2ccc(S(=O)(=O)C(F)(F)F)cc2)CCN1	6
CN1CCN(CCCN(C)CC(=O)Nc2cc(F)cc(F)c2)CC1	-10
O=C(NCC(=O)N1CCC(c2nc3cc(Cl)ccc3o2)CC1)c1ccccc1F	-2
CCC(C)C(=O)NC(C)c1cnn(-c2ccc(F)cc2)c1C (stereo unspecified)	-2
O=C(Nc1ccc(SC(F)F)cc1)c1n[nH]c(=O)c2ccccc12	-3
Cc1cc(F)ccc1Oc1cc(Cl)ncn1	2
COc1cc(F)c(NC(=O)C2(C)CCCc3ccccc32)cc1OC (stereo unspecified)	-7
Cc1cc(F)ccc1NC(=O)C(C)NC(=O)Cc1nonc1C (stereo unspecified)	-44
O=C(Nn1cnc2c(cnn2-c2cccc(Cl)c2)c1=O)c1ccccc1C(F)(F)F	-8
O=C1CSC(c2ccc(OC(F)F)cc2)N1c1ccc(O)cc1 (stereo unspecified)	-13

(further entries)
SMILES	mcGAS MS inh
C=CCn1c(SCC(=O)c2ccc[nH]2)nc2sc3c(c2c1=O)CCC3	3
NC(=O)c1cnc2n1CCN(C(=O)c1cc3c(s1)CCCCC3)C2	11
Cc1nn(C(CC(=O)c2ccccc2)C(=O)O)c(C)c1Cc1ccccc1 (stereo unspecified)	2
c1ccc(-n2nnnc2N2CCCC(Nc3ccc4c(c3)OCCO4)C2)cc1 (stereo unspecified)	8
O=C1c2ccc(F)cc2C(=O)N1N1CCOCC1	-6
Cc1ccc(SCCn2cc(-c3cccc(O)c3)nn2)cc1	5
Cc1nn(C)cc1-c1ccnc(N2CCC(c3nc4ccc(F)cc4[nH]3)CC2)n1	-11
N#CCN(Cc1ccc(Br)cc1)C1CC1	-31
COc1ccc(CNC(=O)N2CCCCC2C)c(OC)c1OC (stereo unspecified)	-56
C/C=C/C(=O)Nc1c(C(=O)Nc2ccc(OC)c(OC)c2)oc2ccccc12	-7
NC(=O)CCSc1n[nH]c(=S)s1	-13
CCn1ccc(C(C)NC(=O)CCS(=O)(=O)c2ccc3ccccc3c2)n1 (stereo unspecified)	-6
Cc1cc(C)cc(N2CCN(C(=O)/C=C/c3cnc[nH]3)CC2)c1	-5
CC(C)C(NC(=O)C12CC3CC(CC(C3)C1)C2)C(=O)N1CCC(C(N)=O)C1 (stereo unspecified)	-2
COc1cc(/C=C2\N=C(c3ccc(C)c(C)c3)OC2=O)cc(Br)c1OC(C)=O	-6
CCc1c(C)nc2c(-c3ccc(OC)cc3)c[nH]n2c1=O	7
Cc1ccc(CNC(=O)N2CCCCC2CCN2CCOCC2)cc1 (stereo unspecified)	-9
COc1cccc(CN2CC(C(=O)N(C)Cc3nonc3C)CCC2=O)c1 (stereo unspecified)	-5
CCn1cc(CN(Cc2sc(C)nc2C)C(C)C)cn1	-31
COc1ccccc1CN(C(=O)c1ccc(CO)cc1)C1CC1	-18
Cc1ccc(Nc2nc(NCCO)nc3nccnc23)cc1C	-24
CC(C)c1nnc2n1CC(CNCCc1cccs1)CC2 (stereo unspecified)	-2
CNC(=O)c1c(Cl)nc(Cl)n1-c1ccc(OC)cc1	-11&-8
CN(Cc1ccccc1)C(=O)NCc1ccccc1S(=O)(=O)N1CCCCC1	1
CN(CC(=O)NCCSCc1ccccc1)C1CCS(=O)(=O)C1 (stereo unspecified)	-17
CCOc1ncccc1C(=O)NCC1Cc2ccccc2O1 (stereo unspecified)	-2
Cc1ccc(N=Cc2c(C)[nH]c3ccccc23)c(O)c1	26
Cc1ccc(C(NC(=O)Nc2cccc([N+](=O)[O-])c2)c2cccs2)cc1 (stereo unspecified)	-8
c1csc(CNC23CC4CC(CC(C4)C2)C3)c1	-12&-9
CC(C)OCc1ccccc1CN	5
NC(=O)c1cncc(N2CCC(CO)(Cc3ccccc3)CC2)n1	-40
Cc1cc(C(C)(C)C)cc(C)c1S(=O)(=O)Nc1cc(S(C)(=O)=O)ccc1F	1
Cc1ccc(N=C2NN=C(c3ccc(NS(C)(=O)=O)cc3)CS2)cc1	-1
O=C(NCN1CCCC1)c1cnccn1	-8
Cn1nnc2c1CCN(CCCOc1ccc(C(C)(C)C)cc1)C2	-8
COC(=O)c1ccc(NC(=O)c2ccc(S(=O)(=O)N3CCCCC3C)cc2)s1 (stereo unspecified)	-28
CCn1cc(C(CC(=O)O)c2cccc(C)c2)c2ccccc21 (stereo unspecified)	-6
NC(=O)CCN(C(=O)c1ccc(F)cc1F)c1ccc(F)cc1	-3
CC(OC(=O)c1cc2ccccc2o1)C(=O)N(C)C1CCCCC1 (stereo unspecified)	-2
Cc1cccc(N/C=C/C(=O)C(F)(F)F)c1	13
N#Cc1cnc(Nc2ccc(O)c(CN3CCOCC3)c2)c(Cl)c1	-18
CC(CO)CN(Cc1ccccc1)C(=O)c1cccn1C (stereo unspecified)	0
CC(NC(=O)C(Cc1ccccc1)NC(=O)c1ccc(Cl)cc1)C1CCCO1 (stereo unspecified)	-8
CN1C[C@@H]2C[C@@H](c3ccc(-c4ccc(Cl)cc4)o3)N3CCC[C@@]23C1=O	-10
COc1cccc(C2CCN(c3ncnc4c3CCNC4)C2)c1OC (stereo unspecified)	-14
C=Cc1ccc(CN2C(=O)C(C)ON=C2c2ccco2)cc1 (stereo unspecified)	-5
CCN1CCN(C(=O)c2cc3c(=O)n4cccc(C)c4nc3n2C)CC1	-7
COc1ccc(C(N)=O)cc1-c1ccc(-n2cccn2)cc1	-11
CNC(=O)c1ccc(CN(C(=O)c2ccc(S(C)(=O)=O)cc2)C2CC2)cc1	8
O=C1NC(C(=O)NCc2cc3cc(F)ccc3s2)CS1 (stereo unspecified)	-4
COc1cc2c(cc1OC)S(=O)(=O)N(CC(=O)C(C)(C)C)C2=O	-3
COC(=O)c1ccc(C2CCN(C(=O)CN3C(=O)C4SCCN4C(=O)c4ccccc43)CC2)cc1 (stereo unspecified)	-4
Cn1nccc1C(=O)N1CCC(N2CCCC(C(=O)NC3CC3)C2)CC1 (stereo unspecified)	-8
C[C@]12CCC3c4ccc(OC(=O)c5ccccc5)cc4CCC3C1CC[C@@H]2O (stereo partly specified)	1
c1cc(N2CCCCC2)ccc1-c1noc(Cn2cnnn2)n1	1
CCCc1noc(CN(C)C(=O)c2[nH]c3ccc(C)cc3c2C)n1	-7
Cc1ccc(CN2C(=O)C(C)Sc3ccc(C#N)cc32)cc1 (stereo unspecified)	-6
Cc1cc(C)c(C#N)c(SC2CC(C)OC2=O)n1 (stereo unspecified)	-5
CS(=O)(=O)Nc1ccccc1CNc1cc(C(F)(F)F)ccn1	-4
Cc1ccc(-c2csc3ncn(CCC(=O)Nc4nncs4)c(=O)c23)cc1	7

Reformatted as comma-separated lines: entries from further up.
mol,mcGAS MS inh
CCOC(=O)C(CC(C)C)NC(C)=O (stereo unspecified),-3
Cc1ccsc1CN(Cc1ccc(Sc2nncn2C)o1)C1CCCC1,-13

The list continues:
SMILES	mcGAS MS inh
COC(=O)C1=C(C(=O)OC)SC(=C2C(=S)C(C)(C)Nc3cc(C)c(C)cc32)S1	-10
CN=c1scc(-c2ccc(OC(F)F)cc2)n1N=Cc1ccc(O)cc1	-8
CCCn1c(SCC(=O)Nc2ccc(S(=O)(=O)N3CCCC3)cc2)n[nH]c1=O	-3
CCOc1cccc(/C=C(/C#N)c2nc(C)cs2)c1OC(F)F	-4
COc1ccc(C2=C/C(=C3\c4ccccc4-c4ncccc43)C(=O)O2)c(OC)c1	-9
CC(=O)NC1(C(=O)N2CCN(C3CCCC3O)CC2)CCCCC1 (stereo unspecified)	4
CN(Cc1nc(-c2ccccn2)no1)CC1(c2ccccc2)CC1(C)C (stereo unspecified)	-1
COc1ccc2cc(-c3[nH]ncc3CN3CCC(c4ccncc4)CC3)ccc2c1	-13
COc1c(C)cc(C(=O)C2CCCN(Cc3cnc(SC)nc3)C2)cc1C (stereo unspecified)	-10
CCCC1=NN(C(C)=O)C(C(=O)NC(C)CCCC(C)(C)O)O1 (stereo unspecified)	-13
COCCNCc1c(-c2ccccc2)noc1N(C)C1CCCCC1	-10
Cc1ccc2oc(C(=O)N(C)Cc3cccc4cnccc34)c(C)c2c1	-7
COCCNC(=O)CCC1CCN(Cc2c(F)cccc2Cl)CC1	-2
Cc1ccc2cc(C)c(NN=Cc3cccnc3)nc2c1	-9
Cc1ccnn2c(-c3ccccc3)c3c(=O)n(C)c(=O)n(C)c3c12	-33
CC(NC(=O)CCCNC(=O)c1ccc(F)cc1F)c1ccco1 (stereo unspecified)	0
S=C(Nc1ccc2cn[nH]c2c1)Nc1ccccc1Cl	5
c1csc(-c2nccn2Cc2ccccc2Cn2cccn2)c1	-32
O=C(NCC1CCCN(Cc2cccs2)C1)c1ccccc1 (stereo unspecified)	-10
O=C(CN1CCCC1c1ccc(O)cc1)N1CCCc2ccccc21 (stereo unspecified)	11
CC(C)NC(=O)c1cnc(N2CCN(Cc3ccccc3C#N)C2=O)s1	-5
Cc1ccccc1-c1ccc2nc(-c3ccccc3)c(CCC(=O)N3CCC(C(N)=O)CC3)n2c1	-2
